# Source: PubChem
# APOBEC3G inh = APOBEC3G (human) deaminase inhibition. Q9HC16. recombinant A3G, ssDNA deamination FAM/TAMRA fluorescence. inhibition, % at 20 µM. hit rate 0.28% among 330,000. AID 493012;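 active = inhibition of at least 40% at 20 µM, with no more than 30% in the related APOBEC3A deaminase screen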;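 note: plate controls were DMSO wells with A3G for no effect and wells lacking A3G enzyme for full effect; some compounds called inactive have numbers as strong as hits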
# Target sequence (Q9HC16 whole entry, looked up): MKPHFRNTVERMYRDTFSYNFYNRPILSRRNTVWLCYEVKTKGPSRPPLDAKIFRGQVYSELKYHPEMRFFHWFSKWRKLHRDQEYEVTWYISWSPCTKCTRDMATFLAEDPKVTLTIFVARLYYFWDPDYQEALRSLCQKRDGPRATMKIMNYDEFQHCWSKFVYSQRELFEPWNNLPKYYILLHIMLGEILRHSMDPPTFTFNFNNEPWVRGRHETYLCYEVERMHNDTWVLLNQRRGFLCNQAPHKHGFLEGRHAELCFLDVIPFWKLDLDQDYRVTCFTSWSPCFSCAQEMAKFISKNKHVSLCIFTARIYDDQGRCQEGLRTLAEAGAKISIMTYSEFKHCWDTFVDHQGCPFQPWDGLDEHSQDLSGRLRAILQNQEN
# NALP3 yeast inh = NALP3 inhibition in yeast. Yeast reconstituted NLRP3/ASC/caspase-1, beta-gal luminescence, 24 h. inhibition, % at 10 µM. hit rate 0.39% among 330,000;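 active = inhibition of 50% or more; inactive = inhibition below 50%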;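 note: plate controls were induced DMSO wells for no effect and uninduced yeast grown without galactose for full effect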
# tim10-1 inh = growth inhibitors of tim10-1 mutant yeast. inhibition, % at 20 µM. S. cerevisiae tim10-1 ts strain growth, BacTiter-Glo, 24 h. hit rate 2.2% among 330,000. AID 463190;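 active = inhibition of at least 40%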;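 note: mutant grown at 25 °C; 0% = DMSO wells with yeast and 100% = wells holding no yeast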
# mIAP block = mouse IAP inhibition. purified mouse IAP, CDP-Star luminescence, 30 min. inhibition, % at 10 µM. hit rate 0.2% among 330,000. AID 2806;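 active = inhibition of at least 40% at 10 µM in the primary screen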;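 note: plate controls were DMSO with enzyme for no effect and no enzyme wells for full effect; values of inactives mirror those of a sister screen read the other way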
# TIM10 inh = growth inhibitors of TIM10 yeast strain; S. cerevisiae TIM10 strain growth, BacTiter-Glo luminescence, 24 h; inhibition, % at 10 µM; hit rate 1.4% among 330,000; AID 463195;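 active = inhibition of 40% or more at the single tested concentration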;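 note: wild-type TIM10 isogenic control strain grown at permissive 25 °C; 0% = DMSO yeast wells and 100% = minimal medium wells without yeast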
# beta cell repl = induces beta-cell replication in MIN6 cells; MIN6 cells proliferation, ATPlite luminescence, 48 h; cells starved in 0.2% serum; 100% = growth in 10% serum; proliferation, % at 10 µM; hit rate 0.29% among 330,000;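 active = compounds whose signal lies at least 3.5 SD above the mean of all wells on their plate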;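 note: 0% = DMSO-treated cells in low-serum medium and 100% = 10% serum control; some compounds called inactive have numbers as strong as hits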
# hIAP inh = human IAP inhibition; purified IAP, CDP-Star luminescence, 30 min; AID 2544; hit rate 0.12% among 330,000; inhibition, % at 10 µM;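 active = inhibition reaching a set limit with compound at 10 µM in the primary screen, cut at about 35% in these data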;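 note: plate controls were DMSO wells with enzyme for no effect and no-enzyme buffer wells for full effect; values of inactives mirror those of a sister screen read the other way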
# mIAP act = mouse IAP activation. muIAP, CDP-Star luminescence, 30 min; active compounds read high; 1 = vehicle-only enzyme signal, 0 = enzyme-free wells. activation factor at 10 µM. hit rate 0.24% among 330,000. AID 2805;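 active = activation factor of at least 2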; note: the source names both 10 and 20 µM as test concentration; values of inactives mirror those of a sister screen read the other way
#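 Assay system: mouse IAP enzyme; reagent: chemiluminescent substrate CDP-Star; dosing: test compounds delivered from DMSO solution; schedule: 30 min at room temperature; measured by: luminescence from enzymatic CDP-Star hydrolysis; controls: DMSO-only wells and no-enzyme negative control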
# A3A deaminase = human APOBEC3A DNA deaminase inhibition. inhibition, % at 20 µM. recombinant A3A, FAM/TAMRA ssDNA deamination fluorescence. AID 493011. P31941. hit rate 0.41% among 330,000;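 active = at least 40% inhibition at 20 µM here, with at most 30% in a related deaminase screen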;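 note: plate controls were A3A with DMSO for no effect and wells lacking A3A enzyme for full effect; some results filed as inactive read as strong as hits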
# Target sequence (P31941 whole entry, looked up): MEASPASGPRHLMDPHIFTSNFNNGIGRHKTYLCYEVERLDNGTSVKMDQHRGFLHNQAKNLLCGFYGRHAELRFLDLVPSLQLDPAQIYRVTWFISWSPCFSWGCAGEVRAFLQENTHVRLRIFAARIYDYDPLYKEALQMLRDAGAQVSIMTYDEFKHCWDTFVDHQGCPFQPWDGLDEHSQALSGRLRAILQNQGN
# * hit, by the source's call; nt = not tested or not shown.
structure,APOBEC3G inh,NALP3 yeast inh,tim10-1 inh,mIAP block,TIM10 inh,beta cell repl,hIAP inh,mIAP act,A3A deaminase
CN(CC(=O)Nc1ccccc1Br)C(=O)c1ccc2c(=O)n3c(nc2c1)CCC3,-7,1,-14,10,-1,7,8,0.9,-5
O=[N+]([O-])c1ccc(NCCCO)c(C(F)(F)F)c1,-2,7,-3,6,4,0,-7,0.94,-1
Cc1ccc(OCCCC(=O)Nc2ccc(S(N)(=O)=O)cc2)cc1,-3,10,-4,-3,0,-1,0,1,0
CCOC(=O)c1nn(-c2ccc(C)cc2)cc1C(=O)c1ccccc1,-3,18,28,17,12,-4,4,0.83,-1
CNC(=S)NNC(=O)c1ccc2c(c1)OCO2,-7,5,-3,-2,-2,0,-14,1,-5
CCCC(CCC(=O)Nc1cccc([N+](=O)[O-])c1)C(=O)O (stereo not given),-10,3,-6,8,-8,0,-9,0.92,1
COc1ccc(-n2c(=O)c(NC(=O)c3ccccc3)c3n(c2=S)CCCCC3)cc1,-3,-3,15,1,8,0,-2,0.99,1
O=C(Cn1cnc2c(nnn2Cc2ccc(F)cc2)c1=O)NCc1ccccc1,-6,-2,6,-6,-1,-4,3,1.1,-2
c1nc(N2CCCC2)c2[nH]cnc2n1,-6,7,0,1,-1,2,7,0.99,1
CN(C)c1ccc(C(=O)NCCCSc2ccccc2)cc1,-4,27,-21,-4,-12,-3,-14,1,-2
COc1cc2ccccc2cc1C(=O)OCC(=O)NC1CCS(=O)(=O)C1 (stereo not given),-1,7,10,2,-9,4,2,0.98,0
O=c1c(-c2ccc(Cl)cc2)coc2c(CN3CCOCC3)c(O)ccc12,-6,29,18,-7,-13,0,2,1.1,-6
NS(=O)(=O)c1ccc(NC(=O)CSc2ncnc3ccccc23)cc1,-6,-21,2,5,13,1,4,0.95,-1
CSCC[C@H](NS(=O)(=O)c1ccc(C(C)=O)cc1)c1nnc2ccccn12,5,1,12,1,-10,2,-13,0.99,15
CC(C)C(=O)Nc1c(C(=O)N2CCN(c3ncccn3)CC2)oc2ccccc12,-2,20,9,5,8,2,5,0.95,-2
CC(=O)c1sc(=S)n(Cc2ccccc2)c1C,-8,0,7,4,5,-4,6,0.95,-4
CCNC(=O)C1(c2ccccc2)CCCC1,-1,5,11,9,-9,-4,7,0.91,1
COc1ccc(OC)c(-c2csc(NC(=O)c3ccc(F)cc3)n2)c1,-2,19,6,-6,4,-4,-9,1.1,3
Cc1ccc(N/C=C/C(=O)c2ccccc2)cc1Br,-4,25,11,0,6,-4,14,1,3
Cc1ccc(S(=O)(=O)NCCSCc2ccccc2)cc1,0,19,19,-7,-38,-1,-5,1.1,1
O=C(Nc1ccc(Br)cc1)N1CCCCC1,-7,17,16,-3,9,-1,11,1,2
CCOC(=O)N1C2C=C(C)[C@@H]2[C@@H]2CC(=O)N21 (stereo not given in full),-2,3,3,-3,3,-2,1,1,1
O=C(Nc1ccc(Cc2ccncc2)cc1)c1cc(F)c(F)cc1Cl,-4,-2,23,-9,15,-3,3,1.1,1
O=C(CSc1nnc(-c2ccccc2)o1)N1CCN(c2ccccc2)CC1,-4,-2,7,-1,-12,0,10,1,-1
CCN(CC)S(=O)(=O)c1ccc(O)c(NC(=O)c2cc(-c3cc(OC)c(OC)c(OC)c3)nc3ccccc23)c1,27,22,15,8,-3,-3,11,0.92,-1
CCOC(=O)CN1C(=O)NC2NC(=O)NC21 (stereo not given),-9,-3,5,0,8,3,8,1,-2
CC(=O)Nc1cccc(OC(=O)COc2ccc(Br)cc2)c1,-1,8,-1,9,7,-2,13,0.91,1
O=C(O)/C=C/C(=O)NNc1ccc([N+](=O)[O-])cc1,-2,22,-28,0,-4,1,29,1,-5
COC(=O)c1ccc(C(=O)N(C)C2CCCN(Cc3ccccc3F)C2)cc1 (stereo not given),-1,-1,10,2,1,-4,-21,0.98,2
Cc1ccccc1NC(=S)N1CCCC(c2nc3ccccc3[nH]2)C1 (stereo not given),-6,7,4,-7,10,-3,-25,1.1,-4

# Of the compounds above, these contain two or more sulfur atoms:
structure,APOBEC3G inh,NALP3 yeast inh,tim10-1 inh,mIAP block,TIM10 inh,beta cell repl,hIAP inh,mIAP act,A3A deaminase
NS(=O)(=O)c1ccc(NC(=O)CSc2ncnc3ccccc23)cc1,-6,-21,2,5,13,1,4,0.95,-1
CSCC[C@H](NS(=O)(=O)c1ccc(C(C)=O)cc1)c1nnc2ccccn12,5,1,12,1,-10,2,-13,0.99,15
CC(=O)c1sc(=S)n(Cc2ccccc2)c1C,-8,0,7,4,5,-4,6,0.95,-4
Cc1ccc(S(=O)(=O)NCCSCc2ccccc2)cc1,0,19,19,-7,-38,-1,-5,1.1,1

# New compounds follow:
structure,APOBEC3G inh,NALP3 yeast inh,tim10-1 inh,mIAP block,TIM10 inh,beta cell repl,hIAP inh,mIAP act,A3A deaminase
O=C(COC(=O)c1cccc(S(=O)(=O)Nc2ccc(F)cc2)c1)NCCN1C(=O)CSC1=O,-9,5,-5,4,-10,0,-11,0.96,1
O=c1cc(C(F)(F)F)nc(SCc2cccnc2)[nH]1,0,11,-13,2,3,-1,6,0.98,-1
COC(=O)C[C@H]1c2cc(C(F)(F)F)ccc2S(=O)(=O)N1C(C)(C)C,-8,-20,24,0,12,-7,7,1,-3
Cc1onc(C(=O)N2CCOCC2)c1[N+](=O)[O-],-8,3,4,-3,-17,0,7,1,-4
COc1ccc(N2CCN(C(=O)CNC(=O)Cc3ccccc3)CC2)cc1,-5,-4,15,4,8,2,-23,0.96,-3
CC1CCN(C(=O)COc2coc(CN3CCc4ccccc43)cc2=O)CC1,1,0,20,-1,2,-4,-36,1,-6
COCCn1c(N)c(N(Cc2ccccc2)C(=O)COc2ccccc2F)c(=O)[nH]c1=O,-4,3,12,2,-3,0,-4,0.98,-4
CC(=O)c1ccc2c(c1)OCCOCCOCCO2,17,23,-7,-8,-3,-2,-15,1.1,4
CCOC(=O)CCCC(=O)Nc1ncnc2c1C(c1ccccc1)c1c(ccc3ccccc13)O2 (stereo not given),-1,23,12,1,7,-6,-9,0.99,5
O=C(Nc1ccccn1)NC(C(F)(F)F)C(F)(F)F,-2,-10,-15,-7,5,0,5,1.1,-2
CCC(C)NC(=O)CCSCCC(=O)NC(C)CC (stereo not given),7,9,10,-5,-10,1,7,1.1,-1
Cc1ccc(NC2CCCN(C(=O)CSc3ccccn3)C2)cc1C (stereo not given),-9,16,12,2,9,-1,13,0.98,-3
CCNC(=S)N(CCc1cccc(C)c1)Cc1cc2cc(OC)c(OC)cc2[nH]c1=O,-6,7,6,-6,11,1,10,1.1,3
CC(OC(=O)C(C)N1C(=O)C2C3C=CC(C4CC34)C2C1=O)C(=O)c1ccccc1 (stereo not given),-5,13,26,0,-3,0,3,1,-1
CSc1nnc2c(n1)c(C)nn2-c1cccc(C)c1,0,-4,3,12,19,2,-4,0.88,7
Cc1ccc(Cn2ccc(NC(=O)C3C4CCC(C4)C3C(=O)O)n2)cc1 (stereo not given),-4,20,1,1,1,-3,-9,0.99,-2
CCN=C1S/C(=C\c2cn(CC)c3ccccc23)C(=O)N1CC,-6,14,19,8,14,-5,1,0.92,-3
Clc1ccc(CONc2ncnc3nonc23)c(Cl)c1,8,34,-44,8,-12,-6,8,0.92,3
O=[N+]([O-])c1ccc2c(c1)C=C1CCCCC1(N1CCCC1)O2 (stereo not given),-3,-42,7,-2,7,-2,-3,1,-1
COc1ccc(S(=O)(=O)N(C)CC(=O)N2CCCC2)cc1OC,-7,-10,-9,9,2,-3,-1,0.91,-8
CCOc1ccc(C(=O)C[n+]2ccc(C(=O)NCc3ccccc3)cc2)cc1,-6,22,10,-10,4,3,6,1.1,0
CC1(c2ccc3ccccc3c2)NC(=O)N(CC(=O)NCC(C)(C)N2CCOCC2)C1=O (stereo not given),-10,2,-1,-2,-8,-3,-5,1,-3
CCc1nc(Nc2ccc3nccnc3c2)c2oc3ccccc3c2n1,-9,6,-9,-1,1,-3,-18,1,-6
COc1ccc(CN(C)C(=O)Cn2cnc3c(NCc4ccccc4)ncnc32)cc1OC,5,nt,12,5,12,nt,nt,0.95,5
CC1(C(=O)NC(=S)N(Cc2ccccc2)c2ccccn2)CC1(Cl)Cl (stereo not given),-10,-14,21,1,-9,0,-5,0.99,-3
COc1ccc(CCNC(=O)C2CCN(S(=O)(=O)c3cccc4nonc34)CC2)cc1OC,-2,5,4,-8,4,1,-22,1.1,1
CC(=O)N(c1nnc(-c2cccc(C)c2)s1)C1CCCC1,1,14,33,-2,-1,1,-12,1,0
CC1=C(n2nnc([N+](=O)[O-])n2)C(c2cccnc2)C(C#N)=C(N)O1 (stereo not given),-11,6,13,23,1,0,4,0.77,-3
COCCN(C(=O)COC(=O)c1cc2ccccc2cc1OC)c1c(N)n(Cc2ccccc2)c(=O)[nH]c1=O,-7,-1,3,4,12,3,6,0.96,0
Cc1ccc(C)c(NC(=O)CCN2CCCCC2)c1,-3,-2,-9,-9,7,-2,14,1.1,-4

# Following part
structure,APOBEC3G inh,NALP3 yeast inh,tim10-1 inh,mIAP block,TIM10 inh,beta cell repl,hIAP inh,mIAP act,A3A deaminase
CC1CCN(c2nc3c(=O)[nH]c(N)nc3n2[C@@H]2O[C@H](CO)[C@@H](O)[C@H]2O)CC1,-2,22,13,7,-2,-4,-11,0.93,2
Cc1ccc(C(=O)OCC(=O)N2CCC(c3ccccc3)=N2)c(C)c1,-2,17,19,7,16,3,-4,0.93,5
CCOC(=O)c1nc(C)nc(Sc2n[nH]c(-c3cc(Cl)cc(Cl)c3)n2)c1C,-4,51*,11,-5,10,-2,-8,1.1,1
Cc1ccc(NC(=O)CSc2ncccn2)c([N+](=O)[O-])c1,-3,21,11,0,14,1,1,1,0
CC(C)(C)NC(=O)NC(=O)CN1CCN(c2ncc(C(F)(F)F)cc2Cl)CC1,1,19,36,1,20,1,5,0.99,1
CCOC(=O)N1CCN=C1SCc1ccc(C(F)(F)F)cc1,-12,7,13,0,9,-4,-4,1,-3
COc1ccc(NC(=S)NCCSc2ccc(C)cc2)c(OC)c1,-2,20,25,-24,46*,-3,12,1.2,-2
CC(=O)N1CCC(=NNc2nc3ccccc3s2)CC1,-2,11,8,8,8,-3,-24,0.92,6
CCOC(=O)CC1C(=O)NCCN1S(=O)(=O)c1ccc(Cl)cc1Cl (stereo not given),-2,-4,9,-4,-1,1,5,1,-2
O=C(NC1CCCCCC1)C1CCN(c2nc3ccccc3o2)CC1,-9,18,2,-7,17,-2,9,1.1,-3
COc1ccc(CNC(=O)COC(=O)c2ccccc2OCC(=O)Nc2ccc(SC(F)F)cc2)cc1,-5,-5,-11,-7,-20,-2,2,1.1,-2
CCOc1ccc(NC(=S)N2CCC(C(N)=O)CC2)cc1,-5,-2,11,-4,7,-2,2,1,1
COCc1ccc(C(=O)N(C)C2CCCN(Cc3ccccc3F)C2)o1 (stereo not given),-8,-9,10,-7,-2,1,4,1.1,-3
O=C1CSC(c2ccccc2F)N1CCN1CCCCC1 (stereo not given),-4,-4,0,3,2,-2,15,0.97,-1
CCc1ccc(/C=N/Nc2ncnc3nc[nH]c23)cc1,2,12,12,2,-3,-4,-167,0.98,4
O=C1CCN(Cc2ccccc2)CCN1[C@H](CSc1ccccc1)Cc1ccccc1,3,8,29,-4,17,-7,1,1,0
